Screening results deposited in PubChem BioAssay by several laboratories.
SMARCA2 act: SMARCA2 function activation, primary screen. MG213 cells, MMTV-luciferase reporter, dexamethasone, overnight. activation, % at 9.1 µM. 1% of 370,000 active. AID 652017; in the data active means activation above about 7.8%;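 further: 0% = vehicle wells and 100% = reference activator wells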
DAX1 inh-1: inhibits human nuclear receptor DAX1. inhibition, % at 6.75 µM. HEK293 Gal4-DAX1 luciferase reporter, luminescence. 0.99% of 340,000 active. AID 504766;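 active means inhibition above the mean over all tested compounds plus 3 SD, cut at about 4.2% in these data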;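 further: 0% = DAX1-transfected cells with DMSO and 100% = empty-vector control cells with DMSO; inhibition shows as a rise in luminescence from relieved DAX1 repression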
Target sequence (P51843 207-470 limits assumed): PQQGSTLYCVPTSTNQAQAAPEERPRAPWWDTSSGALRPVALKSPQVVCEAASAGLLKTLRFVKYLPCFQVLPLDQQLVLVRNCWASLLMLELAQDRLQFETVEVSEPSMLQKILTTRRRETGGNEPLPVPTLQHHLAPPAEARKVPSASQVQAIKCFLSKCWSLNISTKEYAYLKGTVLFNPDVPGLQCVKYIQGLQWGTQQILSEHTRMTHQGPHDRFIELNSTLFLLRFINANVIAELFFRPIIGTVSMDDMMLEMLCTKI
hcDAF12 agonist: activators of H. contortus DAF-12 nuclear receptor | AID 652067 | HEK293 hcDAF-12 lit1-tk-luc reporter, luminescence; 0% DMSO, 100% Δ7-dafachronic acid | 1.4% of 370,000 active | activation, % at 6.8 µM;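 active means activation above the mean of all tested compounds plus 3 SD, cut at about 5.5% in these data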;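 further: 100% = response to 3 µM Δ7-dafachronic acid high control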
DAX1 inh-2: DAX1 (NR0B1) inhibition, primary screen | HEK293T StAR-luciferase reporter, SF-1/DAX-1 repression relief | inhibition, % at 6.8 µM | 1.1% of 370,000 active | AID 652010;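 active means inhibition above the mean over all tested compounds plus 3 SD, cut at about 3.6% in these data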;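 further: 0% = DAX-1 cells with DMSO and 100% = cells lacking DAX-1 with DMSO; higher inhibition means more luminescence from relief of DAX-1 repression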
NR1D1 modulator: modulators of human Rev-erb alpha DNA binding; P20393; Rev-erbα–FITC-DNA binding, fluorescence polarization, 90 min; activity, % at 10 µM; 0.79% of 370,000 active; AID 1259318;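 active means activity above about 14%, limit read from the data; passing the limit was not always enough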;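 further: 0% = DMSO wells with 35 nM protein and 100% = DMSO wells with 750 nM protein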
PLCb3 inh: blocks human PLC-beta3 enzyme activity | Purified PLC-beta3, fluorogenic substrate, fluorescence | 0.18% of 370,000 active | AID 720704 | Q01970 | inhibition, % at 12.2 µM; in the data active means inhibition above about 11%;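 further: 0% = median of compound wells on plate and 100% = full blocker control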
hgDAF-12 ag: activates the H. glycines DAF-12 receptor ligand-binding domain. HEK293 GAL4-hgDAF12 UAS-luciferase reporter, agonist luminescence; normalized to butyrate control. activation, % at 6.8 µM. 1.8% of 370,000 active. AID 687014;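 active means activation above a cutoff set at the mean of all screened compounds plus 3 SD, cut at about 10% in these data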;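 further: 0% = DMSO wells and 100% = sodium butyrate wells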
ssDAF-12 act: activates DAF-12 receptor from parasite S. stercoralis; HEK293 ssDAF-12/GRIP1 lit1-tk-luc reporter, luminescence; % of 3 µM dafachronic acid response; 1% of 370,000 active; activation, % at 6.8 µM; AID 652126;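 active means activation above the mean over all tested compounds plus 3 SD, cut at about 0.9% in these data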;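 further: 0% = DMSO-only wells and 100% = 3 µM delta7-dafachronic acid wells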
PLCg1 inh: blocks human PLC-gamma1 enzyme activity. P19174. purified PLC-gamma1, fluorogenic substrate, fluorescence. inhibition, % at 12.2 µM. 0.84% of 370,000 active; in the data active means inhibition above about 9.5%
MBD2 DNA inh: inhibitors of human MBD2 binding to methylated oligonucleotide | AID 686964 | TR-FRET | inhibition, % at 4.4 µM | 0.31% of 370,000 active | Q9UBB5; in the data active means inhibition above about 13%
ADAM17 inh: ADAM17 inhibition, QFRET primary screen | P78536 | recombinant ADAM17, EDANS/DABCYL FRET peptide cleavage | inhibition, % at 6.95 µM | 0.83% of 370,000 active | AID 720648;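 active means inhibition above the mean of compounds lying between control limits plus 3 SD, set per campaign, cut at about 8.5% in these data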;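 further: 0% = DMSO-only wells as the low control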
Target sequence (P78536 215-824 limits assumed): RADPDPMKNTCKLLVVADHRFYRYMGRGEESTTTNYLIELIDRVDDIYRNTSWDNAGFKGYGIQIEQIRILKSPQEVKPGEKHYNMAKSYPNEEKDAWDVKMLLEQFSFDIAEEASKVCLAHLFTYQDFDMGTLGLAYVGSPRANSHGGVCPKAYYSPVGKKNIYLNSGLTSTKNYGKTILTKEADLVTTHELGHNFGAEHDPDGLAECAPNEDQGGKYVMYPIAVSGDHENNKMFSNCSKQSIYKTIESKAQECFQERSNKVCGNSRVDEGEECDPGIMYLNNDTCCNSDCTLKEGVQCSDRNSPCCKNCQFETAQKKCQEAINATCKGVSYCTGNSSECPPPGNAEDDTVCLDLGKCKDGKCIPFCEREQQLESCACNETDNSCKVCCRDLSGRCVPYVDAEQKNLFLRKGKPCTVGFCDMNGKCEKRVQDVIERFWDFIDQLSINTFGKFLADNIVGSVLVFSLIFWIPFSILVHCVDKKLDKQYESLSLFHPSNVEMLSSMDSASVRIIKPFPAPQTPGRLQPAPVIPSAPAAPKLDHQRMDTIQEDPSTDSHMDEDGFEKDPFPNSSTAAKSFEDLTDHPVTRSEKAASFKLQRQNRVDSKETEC
* hit, by the source's call; . = no result given.

SMILES | SMARCA2 act | DAX1 inh-1 | hcDAF12 agonist | DAX1 inh-2 | NR1D1 modulator | PLCb3 inh | hgDAF-12 ag | ssDAF-12 act | PLCg1 inh | MBD2 DNA inh | ADAM17 inh
COCCCNC(=O)c1csc([C@H]2C[C@H](O)[C@@H](CO)O2)n1 | -4 | . | 2.5 | -1.1 | -8 | 3 | -1.2 | -0.7 | 1 | 5 | 0
CCOC(=O)C1(Cc2ccccc2)CCN(Cc2ccc(C)s2)CC1 | -3 | 1.3 | -1.4 | 1.0 | -10 | -3 | -4.7 | -1.3 | 4 | 3 | -3
CCOC(=O)c1c(C)[nH]c(C(=O)OCc2csc(CC(=O)Nc3ccccc3C)n2)c1C | 0 | -2.4 | -0.6 | -1.0 | -3 | -9 | -2.4 | -1.0 | 0 | 3 | -1
Cc1nc(N)sc1C(=O)N/N=C/c1ccco1 | 1 | 0.4 | 0.3 | 0.0 | 0 | -2 | 2.2 | -0.9 | 0 | -6 | 0
CC(C)CCNC(=O)C(C)N(C(=O)Cn1nnc(-c2ccc(F)cc2)n1)C1CCCC1 (stereo not given) | -1 | 0.2 | -1.5 | -1.1 | -1 | 1 | -2.6 | -2.4 | -4 | 0 | 0
CC(C)n1nnnc1SCC(=O)N1CCN(Cc2ccc3c(c2)OCCO3)CC1 | -2 | -0.5 | 1.1 | -1.2 | 1 | -3 | -1.0 | -1.3 | 4 | 2 | -3
CC1(NC(=O)C2CCCCC2)CCS(=O)(=O)C1 (stereo not given) | 1 | -0.6 | -0.7 | 0.4 | 6 | -3 | -3.9 | -1.4 | 2 | 1 | -1
CCN(CC(=O)NCc1ccc(Cl)cc1)C(=O)c1cnc(Cl)c(Cl)c1 | 0 | 0.0 | 1.2 | 0.0 | 0 | -5 | 4.1 | -1.1 | 0 | 2 | -3
CCCOc1ccc(F)cc1-c1cc(C(=O)NCc2cccc(Cl)c2)[nH]n1 | -2 | . | -2.6 | -2.1 | -8 | 3 | -2.3 | -1.4 | 0 | -5 | 7
Cc1oc(-c2ccccc2Cl)nc1CN1CCCC1c1ccc(F)cc1 (stereo not given) | 0 | 2.4 | 0.6 | -0.4 | 0 | -3 | -1.6 | -0.7 | -3 | 2 | -3

Only DAX1 inh-2 and DAX1 inh-1, for 5 of the compounds above:
Molecule,DAX1 inh-2,DAX1 inh-1
Cc1nc(N)sc1C(=O)N/N=C/c1ccco1,0.0,0.4
CC(C)CCNC(=O)C(C)N(C(=O)Cn1nnc(-c2ccc(F)cc2)n1)C1CCCC1 (stereo not given),-1.1,0.2
CC(C)n1nnnc1SCC(=O)N1CCN(Cc2ccc3c(c2)OCCO3)CC1,-1.2,-0.5
CC1(NC(=O)C2CCCCC2)CCS(=O)(=O)C1 (stereo not given),0.4,-0.6
CCN(CC(=O)NCc1ccc(Cl)cc1)C(=O)c1cnc(Cl)c(Cl)c1,0.0,0.0

The listing picks up with the five entries that preceded the break.
SMILES | SMARCA2 act | DAX1 inh-1 | hcDAF12 agonist | DAX1 inh-2 | NR1D1 modulator | PLCb3 inh | hgDAF-12 ag | ssDAF-12 act | PLCg1 inh | MBD2 DNA inh | ADAM17 inh
CC(C)n1nnnc1SCC(=O)N1CCN(Cc2ccc3c(c2)OCCO3)CC1 | -2 | -0.5 | 1.1 | -1.2 | 1 | -3 | -1.0 | -1.3 | 4 | 2 | -3
CC1(NC(=O)C2CCCCC2)CCS(=O)(=O)C1 (stereo not given) | 1 | -0.6 | -0.7 | 0.4 | 6 | -3 | -3.9 | -1.4 | 2 | 1 | -1
CCN(CC(=O)NCc1ccc(Cl)cc1)C(=O)c1cnc(Cl)c(Cl)c1 | 0 | 0.0 | 1.2 | 0.0 | 0 | -5 | 4.1 | -1.1 | 0 | 2 | -3
CCCOc1ccc(F)cc1-c1cc(C(=O)NCc2cccc(Cl)c2)[nH]n1 | -2 | . | -2.6 | -2.1 | -8 | 3 | -2.3 | -1.4 | 0 | -5 | 7
Cc1oc(-c2ccccc2Cl)nc1CN1CCCC1c1ccc(F)cc1 (stereo not given) | 0 | 2.4 | 0.6 | -0.4 | 0 | -3 | -1.6 | -0.7 | -3 | 2 | -3
O=C(NC1CC1)c1nc2c(nnn2Cc2ccccc2Cl)c(=O)[nH]1 | -1 | 2.0 | -2.7 | -0.2 | 1 | -3 | 0.0 | -0.7 | -3 | -2 | 1
NS(=O)(=O)c1ccc(N2CCCC2=O)c([N+](=O)[O-])c1 | -2 | 0.2 | -0.1 | 0.6 | 1 | 2 | -2.9 | -1.2 | 3 | -1 | -1
COC(=O)CN1C(=O)N(c2ccccc2)C(N(O)C(=O)Nc2ccccc2)C1(C)C (stereo not given) | -2 | 4.6* | -1.1 | 0.0 | 3 | -2 | 1.8 | -0.8 | 0 | 3 | -7
C=CCN1C(=O)c2ccc(C(=O)N(CCC)CC(=O)Nc3ccccc3C)cc2C1=O | 4 | -0.4 | -0.2 | 0.4 | -5 | -3 | 4.8 | -0.6 | 0 | -5 | -2
O=C(NCc1ccc(F)cc1F)[C@@H]1CCCN1C(=O)[C@@H]1CCCN1C(=O)c1cccc2ccccc12 | -6 | . | -0.2 | -2.0 | -7 | -3 | -2.0 | -0.9 | -2 | 6 | -8
COCCN(CCOC)S(=O)(=O)c1ccc(NC(=O)c2cnccn2)cc1 | -3 | 1.3 | -1.5 | 0.0 | -3 | -10 | 0.4 | -0.4 | 1 | 3 | 4
CCC(C)C(NC(=O)c1ccccc1)C(=O)Nc1ccc(S(=O)(=O)Nc2cc(C)nc(C)n2)cc1 (stereo not given) | -1 | -0.5 | 0.8 | 1.0 | -1 | -5 | 2.8 | -1.1 | 8 | 1 | 2
O=C(Nc1ccc(N2CCOCC2)c(Cl)c1)c1ncn[nH]1 | 0 | -0.1 | -0.6 | 0.4 | 4 | 2 | 1.3 | -0.6 | 3 | 9 | -2
CCOc1cccc(C(c2c(C)n(C)n(-c3ccccc3)c2=O)c2c(C)n(C)n(-c3ccccc3)c2=O)c1OC | -2 | -0.4 | 1.3 | 0.1 | -4 | -2 | 0.0 | -1.3 | 3 | 4 | -2
O=C(OC1CCOC1=O)c1ccc(CO)cc1 (stereo not given) | -4 | 0.3 | 2.1 | -0.2 | -1 | -3 | -0.3 | -0.7 | -1 | 6 | -2
COc1ccccc1N1CC(C(=O)OCC(=O)Nc2c(C)cccc2C)CC1=O (stereo not given) | -2 | -0.8 | -0.8 | 0.3 | 0 | -2 | 1.1 | -1.2 | -2 | -1 | -1
O=C(Nc1cccc2ccccc12)c1ccc(OC(=S)N2CCOCC2)cc1 | 7 | -2.6 | -4.4 | -2.3 | -7 | -3 | -6.2 | -2.6 | -3 | 4 | 9.7*
O=C(NCc1ccccn1)C1Nc2ccc(OC(F)(F)F)cc2C2C=CCC12 (stereo not given) | -1 | -0.7 | 1.3 | 1.1 | 3 | -42 | -0.2 | -1.0 | -27 | 2 | -5
Cc1nc(CCNC(=O)c2cccs2)cs1 | -4 | -0.8 | 1.6 | 0.3 | 1 | -1 | 2.0 | -1.0 | 2 | 4 | -3
COc1ccc(C)cc1S(=O)(=O)N(CC(=O)NC1CCCC1)c1ccc(F)cc1 | 0 | -0.5 | -2.6 | -1.6 | -5 | -6 | 0.2 | -1.1 | 2 | -3 | 1
C=CCOC(=O)C(C#N)c1nc2ccccc2nc1N1CCN(c2ccccc2OC)CC1 (stereo not given) | -1 | -0.6 | -1.4 | -0.3 | -2 | -22 | -1.6 | -1.4 | -25 | -4 | -11
COC(CNC(=O)Cn1nc(Cc2ccncc2)c2ccccc2c1=O)OC | -1 | -0.7 | -0.2 | -0.3 | 2 | -1 | -2.3 | -0.7 | 0 | 5 | -2
Cc1ccc(NC(=O)CN(C)C(=O)Cn2nnc(-c3ccccc3C)n2)cc1 | 1 | -2.9 | 1.5 | -0.3 | 11 | 4 | -1.7 | -1.2 | -2 | 0 | -2
CC(=O)c1c(C)[nH]c(C(=O)CN2C(=O)NC3(CCCCC3C)C2=O)c1C (stereo not given) | -1 | 0.7 | -0.5 | 1.9 | 0 | -6 | 1.0 | -1.1 | 0 | 1 | -12
Cc1ccc(F)cc1C(=O)N1CCCCC1c1cc(C(=O)NC(C)C)no1 (stereo not given) | -1 | . | -0.9 | -0.2 | -2 | 2 | -1.3 | -1.5 | 0 | 2 | -3
CCOC(=O)C1=CN(Cc2cccc(F)c2)S(=O)(=O)N(C)C1c1ccccc1 (stereo not given) | -4 | -0.3 | 0.7 | -0.4 | 5 | 6 | 2.2 | -1.0 | 2 | 1 | 2
COC(=O)CSc1nc2c(cnn2-c2ccc(Cl)cc2)c(=O)[nH]1 | -4 | 0.2 | 1.5 | 0.3 | -4 | -8 | -0.1 | -0.3 | -4 | 9 | -2
O=C1CCCCCN1Cc1ccccc1 | 0 | 0.3 | 0.8 | -0.1 | 5 | 2 | 1.4 | -1.3 | -1 | 4 | -6
CCC(CO)Oc1cc(NCc2ccc(C)cc2)c2ncn(C(C)C)c2c1 (stereo not given) | 0 | 0.8 | -1.5 | -0.2 | 0 | -52 | -2.6 | -1.3 | -38 | -3 | -7
NC(=O)N/N=C/c1ccc(-c2cccc(C(F)(F)F)c2)o1 | -2 | -0.2 | 1.2 | -0.5 | 2 | -17 | 4.0 | -0.2 | -2 | 5 | -5
CCCCN1CCc2c(c3ccccc3n2Cc2ccccc2)C1 | -1 | -0.8 | 0.1 | 0.6 | -4 | 0 | 1.8 | -1.3 | 4 | 0 | -3
Cc1sc(NC(=O)c2cccs2)c(C(N)=O)c1C | 5 | 0.8 | 8.5* | 1.2 | 6 | -52 | 9.2 | -0.1 | -48 | 2 | -2
CCOc1ccccc1NC(=O)CSc1nnnn1-c1ccc(C(=O)OC)cc1 | -3 | -0.1 | -0.7 | -0.1 | -6 | -2 | 2.7 | -0.5 | -2 | -3 | -7
CCN(CC)C(=O)c1ccc(-c2nnc(OC)c3ccccc23)cc1 | -1 | 0.7 | -2.6 | 0.0 | -5 | -3 | -2.5 | -1.7 | 8 | 8 | -5
CCN(CC)CCN(C(=O)c1ccc(C(=O)c2ccccc2)cc1)c1nc2c(OC)cccc2s1 | 0 | -0.2 | -1.6 | 0.9 | 3 | -5 | 0.6 | -0.7 | -2 | 1 | -2
CN(C(=O)COC(=O)c1ccc(Cl)nc1)c1c(N)n(Cc2ccccc2)c(=O)[nH]c1=O | -1 | 0.7 | 1.2 | -0.9 | -2 | -15 | 0.7 | -0.9 | -2 | 4 | -5
COc1ccc(-c2cc(C(=O)NN=Cc3ccccc3F)[nH]n2)cc1 | -2 | . | -1.7 | -0.7 | -8 | -1 | 2.8 | -0.8 | 2 | 5 | -1
CCC(=NCCc1ccc(OC)c(OC)c1)C1=C(O)CC(C)(C)CC1=O | 3 | 0.1 | -1.6 | -0.3 | 6 | -3 | -1.0 | -1.2 | 4 | 0 | 0
